Compound activity from PubChem.
hgDAF12 agonist – H. glycines DAF-12 receptor agonists, primary screen, cell-based, luminescence, HEK293, GAL4 fusion, UAS-luciferase | Nuclear hormone receptor DAF-12 (Heterodera glycines), GAL4 fusion | activation, % at 6.8 µM | actives 1.8% (n = 370,000) | HEK293 GAL4-hgDAF12 UAS-luciferase reporter, agonist luminescence; normalized to butyrate control;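 active = activation above a cutoff set at the mean of all screened compounds plus 3 SD, cut at about 10% in these data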;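 note: 0% = DMSO wells and 100% = sodium butyrate wells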
ADAM17 inh – ADAM17 inhibitors, primary screen, biochemical, QFRET. recombinant ADAM17, EDANS/DABCYL FRET peptide cleavage. inhibition, % at 6.95 µM. actives 0.83% (n = 370,000);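 active = inhibition above the mean of compounds lying between control limits plus 3 SD, set per campaign, cut at about 8.5% in these data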;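 note: 0% = DMSO-only wells as the low control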
PLCb3 inh – human PLC-beta3 inhibitors, primary screen, biochemical, fluorescence | 1-phosphatidylinositol 4,5-bisphosphate phosphodiesterase beta-3 (Homo sapiens), Q01970 | Purified PLC-beta3, fluorogenic substrate | inhibition, % at 12.2 µM | actives 0.18% (n = 370,000) | AID 720704, 2013; in the data active = inhibition above about 11%;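 note: 0% = median of compound wells on plate and 100% = full blocker control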
hcDAF-12 act – H. contortus DAF-12 nuclear receptor activators, primary screen, cell-based, luminescence, HEK293, lit1-tk-luc reporter; HEK293 hcDAF-12 lit1-tk-luc reporter; 0% DMSO, 100% Δ7-dafachronic acid; activation, % at 6.8 µM; actives 1.4% (n = 370,000); AID 652067, 2013;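 active = activation above the mean of all tested compounds plus 3 SD, cut at about 5.5% in these data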;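 note: 100% = response to 3 µM Δ7-dafachronic acid high control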
ssDAF-12 act – S. stercoralis DAF-12 nuclear receptor activators, primary screen, cell-based, luminescence, HEK293, GRIP1 co-expression, lit1-tk-luc | AID 652126, 2013 | actives 1% (n = 370,000) | Nuclear hormone receptor DAF-12 (Strongyloides stercoralis) | HEK293 ssDAF-12/GRIP1 lit1-tk-luc reporter; % of 3 µM dafachronic acid response | activation, % at 6.8 µM;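 active = activation above the mean over all tested compounds plus 3 SD, cut at about 0.9% in these data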;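 note: 0% = DMSO-only wells and 100% = 3 µM delta7-dafachronic acid wells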
DAX1 inh-1 – DAX1 (NR0B1) inhibitors on StAR promoter, primary screen, cell-based, luminescence, SF-1 (NR5A1), full-length DAX-1. actives 1.1% (n = 370,000). inhibition, % at 6.8 µM. HEK293T StAR-luciferase reporter, SF-1/DAX-1 repression relief. AID 652010, 2013;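 active = inhibition above the mean over all tested compounds plus 3 SD, cut at about 3.6% in these data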;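 note: 0% = DAX-1 cells with DMSO and 100% = cells lacking DAX-1 with DMSO; higher inhibition means more luminescence from relief of DAX-1 repression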
DAX1 inh-2 – DAX1 (NR0B1) inhibitors, primary screen, cell-based, HEK293, Gal4-DAX1, luciferase luminescence; HEK293 Gal4-DAX1 luciferase reporter; AID 504766, 2011; Nuclear receptor subfamily 0 group B member 1 (Homo sapiens), P51843; inhibition, % at 6.75 µM; actives 0.99% (n = 340,000);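 active = inhibition above the mean over all tested compounds plus 3 SD, cut at about 4.2% in these data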;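 note: 0% = DAX1-transfected cells with DMSO and 100% = empty-vector control cells with DMSO; inhibition shows as a rise in luminescence from relieved DAX1 repression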
Target sequence (P51843 207-470 limits assumed): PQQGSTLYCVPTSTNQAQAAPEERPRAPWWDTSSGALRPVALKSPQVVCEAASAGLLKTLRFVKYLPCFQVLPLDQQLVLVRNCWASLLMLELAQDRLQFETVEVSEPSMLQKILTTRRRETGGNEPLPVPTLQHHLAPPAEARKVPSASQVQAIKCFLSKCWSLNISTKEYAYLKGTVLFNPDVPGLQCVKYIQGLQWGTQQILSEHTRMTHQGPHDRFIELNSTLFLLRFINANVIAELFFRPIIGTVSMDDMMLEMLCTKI
HGIII-sPLA2 inh – human group III sPLA2 inhibitors, primary screen, biochemical, QFRET, BODIPY PC-A2 liposome substrate. Group 3 secretory phospholipase A2 (Homo sapiens), Q9NZ20. QFRET BODIPY PC-A2 liposome hydrolysis, fluorescence. inhibition, % at 12.2 µM. actives 0.56% (n = 370,000). AID 743126, 2013;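 active = inhibition above mean plus 3 SD of compounds lying within the high and low control bounds, cut at about 19% in these data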;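 note: 0% = median of test compound wells and 100% = no enzyme DMSO wells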
FXN GAA850 act – FXN promoter activators, primary screen, cell-based, luciferase luminescence, HEK293 lucGAA850; HEK293 lucGAA850 FXN promoter luciferase reporter, 24 h; percent of 10 µM SAHA response; activation, % at 6 µM; actives 0.56% (n = 360,000);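 active = activation above the average of all compounds screened plus 3 SD, cutoff fixed separately per campaign, cut at about 7.5% in these data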;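 note: 0% = DMSO wells and 100% = 10 µM SAHA wells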
ADAM10 inh – human ADAM10 inhibitors, primary screen, biochemical, QFRET, HTS; recombinant ADAM10, EDANS/DABCYL FRET peptide cleavage, 3 h; Disintegrin and metalloproteinase domain-containing protein 10 (Homo sapiens), O14672; inhibition, % at 7 µM; AID 720582, 2013; actives 0.62% (n = 370,000);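 active = inhibition above a per-campaign cutoff equal to the mean of compounds falling between control-based bounds plus 3 SD, cut at about 20% in these data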;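 note: 0% = DMSO wells while the 100% control is not disclosed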
Target sequence (O14672 214-748 limits assumed): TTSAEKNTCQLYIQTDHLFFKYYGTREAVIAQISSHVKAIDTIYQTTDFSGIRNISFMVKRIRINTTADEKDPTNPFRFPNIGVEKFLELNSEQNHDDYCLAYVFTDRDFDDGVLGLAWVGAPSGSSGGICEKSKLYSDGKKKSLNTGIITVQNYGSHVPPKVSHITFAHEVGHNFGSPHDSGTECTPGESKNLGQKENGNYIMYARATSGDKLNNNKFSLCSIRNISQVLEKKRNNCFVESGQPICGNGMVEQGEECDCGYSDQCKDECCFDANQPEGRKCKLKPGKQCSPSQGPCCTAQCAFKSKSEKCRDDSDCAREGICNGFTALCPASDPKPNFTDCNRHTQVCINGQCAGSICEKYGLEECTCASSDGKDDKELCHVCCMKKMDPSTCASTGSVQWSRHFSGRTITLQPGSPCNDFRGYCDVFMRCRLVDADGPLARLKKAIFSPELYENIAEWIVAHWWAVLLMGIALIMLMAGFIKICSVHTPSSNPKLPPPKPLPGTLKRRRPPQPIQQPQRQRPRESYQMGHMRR
PLC-gamma1 inh – PLC-gamma1 enzyme inhibitors, primary screen, biochemical, fluorescence, purified enzyme | fluorogenic substrate | inhibition, % at 12.2 µM | 1-phosphatidylinositol 4,5-bisphosphate phosphodiesterase gamma-1 (Homo sapiens), P19174 | actives 0.84% (n = 370,000); in the data active = inhibition above about 9.5%
An asterisk follows results filed as active; i = inactive; x = not tested or not shown.

SMILES	hgDAF12 agonist	ADAM17 inh	PLCb3 inh	hcDAF-12 act	ssDAF-12 act	DAX1 inh-1	DAX1 inh-2	HGIII-sPLA2 inh	FXN GAA850 act	ADAM10 inh	PLC-gamma1 inh
O=C(Nc1nnc(SCc2ccccc2)s1)c1cccc([N+](=O)[O-])c1	-3.0	-3	2	-2.4	-1.7	0.4	-0.4	-6	1.2	4	-3
CC1=C(C(=O)NC2CCCCC2C)C2(CCC(C)CC2)OC1=O (stereo not given)	-2.8	-2	-1	0.5	-1.6	-0.4	0.1	7	-2.4	-7	0
CCOc1ccc(S(=O)(=O)Nc2ccc3c(c2)n(C)c(=O)n3C)cc1	-1.7	-3	-4	-4.1	-1.8	-1.3	-0.1	-3	-1.4	2	-4
O=C(CSc1nc2ccccc2s1)N/N=C/c1ccc(C(=O)O)cc1	-0.5	-2	-1	1.1	-0.9	-0.3	0.0	-5	1.2	-6	2
Fc1cccc(Cl)c1/C=N/Nc1c(Cl)cncc1Cl	0.5	2	-2	-1.6	-1.4	-0.6	1.2	-1	1.8	5	0
CN(Cc1cn[nH]c1-c1ccc(-c2ccccc2)cc1)CC1CCOCC1	3.4	-1	-6	0.3	-0.7	0.9	-0.7	-17	2.0	-1	-1
COc1ccc2cc1Oc1ccc(cc1)C[C@H]1c3cc(c(OC)cc3CCN1C)Oc1c(OC)c(OC)cc3c1[C@H](C2)N(C)CC3	-2.6	-7	1	1.5	-1.6	0.7	-0.2	-7	-11	-6	0
OC1CN=C2C=CC=CN2C1 (stereo not given)	-0.2	-27	-10	-0.8	-1.6	0.2	-0.5	2	-1.6	-85	-9
CCOc1ccc(NC(=O)C2CCN(C(=O)NC3CCCCC3)CC2)cc1	1.5	-5	0	-0.6	-1.2	-0.4	0.6	0	-2.5	-2	1
CCOC(=O)[C@]12CCC=C1N(Cc1ccc3c(c1)OCO3)C(=O)[C@H](CC(=O)N1CCN(C(=O)c3ccco3)CC1)C2	-3.1	-4	-5	-2.4	-0.9	0.6	x	8	x	-10	0
O=C(c1cccc(C(F)(F)F)c1)N1CCC2(CC1)NCCc1[nH]cnc12	-0.4	-2	-5	0.4	-0.9	0.0	-1.2	1	0.9	2	0
CC1CCCN(c2ccc(C(=O)NCc3ccc4c(c3)OCO4)cc2[N+](=O)[O-])C1 (stereo not given)	1.8	5	-5	-2.2	-1.9	-0.7	-1.6	-6	1.5	16	7
O=C(CSc1ccc(-c2ccco2)nn1)N1CCCCC1	2.9	-3	-8	1.4	0.5	2.1	0.2	0	4.7	-11	-6
CCNC(=O)c1cc2c(c(-c3cccc(-c4cncnc4)c3)n1)[C@@H](CCO)N(C(C)=O)C2	0.3	0	-2	0.5	-0.6	0.9	x	21*	x	-19	0
CCc1ccc(CN(C)CC(=O)Nc2ccc(S(=O)(=O)N3CCOCC3)cc2)cc1	-2.1	0	-9	-1.0	-1.4	-2.4	-1.0	-4	1.4	-8	3
CCn1c(=O)c(C(=O)CN2CCN(Cc3ccc4c(c3)OCO4)CC2)c(N)n(Cc2ccccc2)c1=O	-2.0	-2	0	-0.9	-1.3	0.3	0.3	-11	-0.6	3	-2
CN(CCO)c1c2c(nc3cc(-c4cccc(F)c4)nn13)CCCC2	9.2	-7	-51	3.4	0.6	6.4*	1.4	-6	6.7	-25	-37
CC(C)(C)c1ccc(NC(=O)NC2CCCc3ccccc32)cc1 (stereo not given)	1.3	1	-2	0.5	-1.8	-0.2	0.5	1	0.8	5	2
CCCNC(=O)C1(C)CCN(Cc2ccc(-c3ccccc3)o2)C1 (stereo not given)	2.2	-3	-10	-1.8	-0.8	-0.1	x	-2	1.2	-8	-9
CCc1cccc(CC)c1NC(=O)c1cccc(N)c1	-0.7	-8	-14	-3.2	-1.4	0.0	-0.3	5	0.7	-26	-10
COc1cc(C(=O)O/N=C2\C=CC(=O)C=C2C)cc(OC)c1OC	-3.1	-2	1	-1.2	-1.4	-0.7	0.8	-2	2.7	-7	0
CC1SCC(=O)N(CC(=O)Nc2ccc3c(c2)OCCO3)C1=O (stereo not given)	1.2	0	-6	0.5	-1.3	-0.5	-1.8	-3	0.8	-7	0
COCCCNc1nc(-c2ccncc2)nc2ccccc12	-4.9	2	-46	-1.4	-1.4	-1.2	-1.2	8	2.8	-16	-38
N#Cc1ccc(-c2cccs2)nc1SCc1cccnc1	1.2	-128	-77	3.3	-0.4	-0.3	x	-6	-1.4	-330	-44
O=C(CCn1c2c(c3ccccc31)CCCC2)NNC(=O)c1ccccc1[N+](=O)[O-]	-0.1	0	-5	-2.4	-0.5	-0.4	0.2	-18	1.2	-5	-5

Next section.
SMILES	hgDAF12 agonist	ADAM17 inh	PLCb3 inh	hcDAF-12 act	ssDAF-12 act	DAX1 inh-1	DAX1 inh-2	HGIII-sPLA2 inh	FXN GAA850 act	ADAM10 inh	PLC-gamma1 inh
CCOC(=O)C1=C[C@@H](C)N(S(=O)(=O)c2ccc(C)cc2)[C@H]1c1ccccc1	0.7	1	-2	-0.2	-0.9	-0.8	x	-10	x	0	1
Cc1ccc(NC(=O)CSc2ncn[nH]2)cc1	6.3	0	4	0.2	-0.8	0.3	-0.2	-17	2.1	5	0
CCN(Cc1ccncc1)C(=O)c1ccc(C)c(S(=O)(=O)N2CCCCC2)c1	-1.2	-4	2	0.3	-1.1	-1.6	-0.8	2	-2.2	-13	-3
NC(=O)c1oc2ccccc2c1NC(=O)C1CCCCC1	-0.6	-5	-2	-2.4	-2.2	0.0	0.1	10	0.8	-6	0
COC(=O)CNC(=O)c1c(-c2c(Cl)cccc2Cl)noc1C	-1.3	1	4	-0.9	-1.7	0.1	1.1	1	-0.1	-6	3
COc1oc(-c2ccccc2C)nc1C(F)(F)F	0.6	-9	3	-1.3	-0.7	-0.1	0.5	3	2.0	-3	0
CCN1C(=O)C(CC(=O)Nc2cc(C)ccc2C)SC1=Nc1ccc(S(N)(=O)=O)cc1 (stereo not given)	-2.5	9.1*	8	-1.4	-0.7	-1.2	-0.2	-22	-4.9	4	7
CCOC(=O)C1=CCN(S(=O)(=O)c2ccccc2C)C1c1ccccc1 (stereo not given)	-1.9	-1	-2	-1.8	-1.8	-1.8	x	1	x	-11	0
O=C(NCc1ccccc1)c1ccc(N2CCC3(CC2)CC(c2ccc(Cl)cc2)=NO3)c([N+](=O)[O-])c1	-3.4	5	2	-3.1	-2.1	-1.8	-1.7	-4	-3.3	14	4
O=C(C1COc2ccccc2O1)N1CCN(c2ccccc2)CC1 (stereo not given)	-0.3	-3	-3	-2.1	-0.1	0.1	0.3	-2	-0.5	-1	-1
COc1ccc(C(=O)Nc2cccc(-c3nc4ncccc4o3)c2C)cc1OC	0.6	-1	2	-0.8	-1.1	0.0	0.3	3	0.8	9	3
Cc1noc(C)c1COc1ncnc2ccccc12	3.3	2	-1	0.1	-1.0	0.7	-0.1	0	2.2	-4	0
O=c1c2cc(F)ccc2sn1-c1ccccc1	3.6	-1	1	-0.6	-1.4	-0.1	0.0	-2	-4.1	-2	0
CC[C@H](CO)Oc1cc(NCc2cccc(N)c2)c2ncn(C(C)C)c2c1	-0.6	-5	-33	-0.1	-0.2	-1.7	x	12	x	-14	-32
COC(=O)[C@]12C[C@H](CC(=O)NCC34CC5CC(CC(C5)C3)C4)C(=O)N(Cc3cccc4ccccc34)C1=C[C@H](COCc1ccccc1)O[C@@H]2C	2.1	0	-2	-2.5	-0.6	0.2	x	-3	x	-1	-1
COC(=O)CCSCc1cn2cc(Cl)ccc2n1	-1.8	-10	-1	-1.6	-1.3	0.6	0.0	-1	-6.2	-10	-5
CN(CC(=O)Nc1cccc(F)c1)C(=O)c1cc(-c2ccco2)nc2ccccc12	-2.0	-338	-459	-0.5	-1.3	-2.3	-1.8	-3	-1.4	i	-491
Clc1cccc(/C=N\Nc2nccs2)c1	11*	8	-45	4.5	0.9*	2.0	0.9	18	3.9	6	-35
COc1cccc(NC(=O)c2cc(-c3ccccn3)nc3ccccc23)c1	0.3	-1	-3	0.3	-0.9	-0.8	-1.3	-3	-0.6	-4	-1
CC(C)C(NC(=O)OCc1ccccc1)C(=O)OCC(=O)N1CCCCC1 (stereo not given)	2.5	-4	0	3.7	-0.5	1.1	2.7	6	4.1	-8	0
COc1ccc2oc(C(=O)N(C)Cc3ccc4c(c3)OCCO4)c(C)c2c1	-0.2	-1	-9	-1.4	-0.7	0.2	-1.0	-12	2.1	-1	-6
Cc1cc(C(=O)CN2C(=O)c3ccccc3C2=O)c(C)n1Cc1cccs1	6.3	-5	-3	3.2	-1.2	1.2	-0.1	1	-5.9	0	0
CC(C)(C)OC(=O)NCc1nc(N)n[nH]1	0.3	0	0	0.5	-1.3	0.3	-0.4	7	-1.1	-4	1
COc1ccc(NC(=O)C2(C)CCN2C(=O)Cc2ccccc2)cc1OC (stereo not given)	2.0	-1	0	-0.3	0.1	0.5	x	4	2.1	-25	-3
Cc1cc(C)cc(N(CCC#N)C(=O)CSc2nc3nc(C)cc(C)n3n2)c1	0.1	4	1	-3.1	-1.4	0.3	-0.3	1	-0.6	-5	1
COC(=O)c1ccccc1NC(=O)c1ccc(NC(=O)C2CCCO2)cc1 (stereo not given)	1.6	-3	-15	-0.8	-0.4	-2.4	0.6	-2	1.4	-2	-9
O=C(Nc1ccc(NC(=O)c2ccco2)nc1)c1ccco1	15*	-172	0	3.0	-0.3	5.9*	-0.9	6	1.1	5	5
C[C@@H]1CN(Cc2nc(Cc3ccccc3F)no2)C[C@H](C)O1	0.8	-3	2	-1.8	-1.3	0.0	0.0	0	-0.8	-2	3
CCOC(=O)C1CCN(S(=O)(=O)c2c(C)[nH]c(C)c2C(=O)N2CCCCC2)CC1	0.9	4	-4	-1.7	-1.2	1.5	0.0	3	1.0	-1	3

Some of the entries above in another layout:
Under each structure: hgDAF12 agonist	ADAM17 inh	PLCb3 inh	hcDAF-12 act	ssDAF-12 act	DAX1 inh-1	DAX1 inh-2	HGIII-sPLA2 inh	FXN GAA850 act	ADAM10 inh	PLC-gamma1 inh
CCOC(=O)C1=C[C@@H](C)N(S(=O)(=O)c2ccc(C)cc2)[C@H]1c1ccccc1
  0.7	1	-2	-0.2	-0.9	-0.8	x	-10	x	0	1
Cc1ccc(NC(=O)CSc2ncn[nH]2)cc1
  6.3	0	4	0.2	-0.8	0.3	-0.2	-17	2.1	5	0
